NPY Y1 blocker: blocks the human neuropeptide Y Y1 receptor; P25929; HEK293-CNG Y1 cells, membrane potential fluorescence; NPY at EC95, then isoproterenol; inhibition, % at 3.6 µM; 1% of 200,000 active;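 active = inhibition above the campaign mean inhibition of all tested compounds plus 3 SD, cut at about 20% in these data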;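 note: 0% = DMSO wells given NPY plus isoproterenol and 100% = isoproterenol alone without NPY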
Target sequence (P25929 whole entry, looked up): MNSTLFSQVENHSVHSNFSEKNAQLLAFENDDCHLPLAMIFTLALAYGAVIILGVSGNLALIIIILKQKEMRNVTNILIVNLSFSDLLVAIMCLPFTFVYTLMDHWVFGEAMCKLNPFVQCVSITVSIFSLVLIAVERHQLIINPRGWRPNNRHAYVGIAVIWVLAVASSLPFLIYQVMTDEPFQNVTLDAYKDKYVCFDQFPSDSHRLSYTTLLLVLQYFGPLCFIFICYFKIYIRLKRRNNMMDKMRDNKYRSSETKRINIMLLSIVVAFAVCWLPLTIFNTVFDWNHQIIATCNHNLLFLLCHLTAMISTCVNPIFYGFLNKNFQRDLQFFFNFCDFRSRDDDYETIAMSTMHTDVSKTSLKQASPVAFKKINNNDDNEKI
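Test system – HEK293 Y1/CNG channel cell line · Also added – NPY agonist 25 nM, then isoproterenol 1 µM plus Ro 20-1724 25 µM · Compound dosing – one concentration, 3.6 µM, in 0.4% DMSO · Schedule – compound incubation 1 h at room temperature, readout 45 min post-stimulation · Technique – fluorescence, membrane potential probe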
PGE2 EP2 inh: blocks the human prostaglandin E2 receptor EP2. AID 1422. inhibition, % at 25 µM. P43116. 0.52% of 260,000 active. C6 glioma cells expressing human EP2, cAMP TR-FRET; cells stimulated with saturating PGE2;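 active = percent inhibition above 40 after rounding to a whole number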;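 note: rat C6 glioma host cells with rolipram phosphodiesterase inhibitor present; the protocol text gives 20 µM as final concentration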
eIF4E-4G inh: inhibitors of eIF4E and eIF4G interaction in translation initiation; 0.37% of 220,000 active; inhibition, % at 21.7 µM; TR-FRET eIF4E-eIF4GI(517-606) binding, 2 h; P63073+Q04637;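 active = inhibition above about 30%, limit read from the data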;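 note: 0% = full FRET control wells and 100% = background wells lacking eIF4GI fragment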
EP2 mod: modulates human prostaglandin E2 receptor EP2 signaling; P43116; EP2-expressing cells, cAMP HTRF FRET, PGE2 co-stimulation; induction, % at 25 µM; 0.83% of 260,000 active;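 active = compounds whose cAMP rise, as percent of the full-agonist control response, exceeds 60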;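 note: rat C6 glioma line stably carrying human EP2 under a CMV promoter; the protocol text gives 20 µM as final concentration; 100% = response of wells given 1 µM PGE2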
NPY2 pot ag: potentiators or agonists of human neuropeptide Y receptor Y2; P49146; cells expressing NPY-Y2, potentiator/agonist read-out; activation, % at 3.6 µM; 0.45% of 220,000 active; AID 1359; in the data active = activation above about 27%;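 note: cells stimulated with NPY near EC25 plus isoproterenol at EC100; 0% = vehicle plus submaximal agonist and 100% = vehicle plus saturating agonist; some results beyond the cut were filed as inactive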
NPY1 pot ag: potentiates or activates human NPY-Y1 receptor | NPY-Y1 expressing cells, potentiator/agonist activation | 0.37% of 220,000 active | activation, % at 3.6 µM | P25929; in the data active = activation above about 33%, passing the limit was not always enough;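 note: cells stimulated with NPY at EC10 then isoproterenol at EC100; 0% = low agonist plus stimulus and 100% = saturating agonist plus stimulus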
S1P4 antagonist: blocks the human S1P4 receptor; O95977; S1P4-expressing cells, antagonist mode, reporter read-out; inhibition, % at 4.98 µM; 0.26% of 220,000 active; in the data active = inhibition above about 29%;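 note: 0% = wells stimulated with agonist and 100% = vehicle wells without agonist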
Target sequence (O95977 whole entry, looked up): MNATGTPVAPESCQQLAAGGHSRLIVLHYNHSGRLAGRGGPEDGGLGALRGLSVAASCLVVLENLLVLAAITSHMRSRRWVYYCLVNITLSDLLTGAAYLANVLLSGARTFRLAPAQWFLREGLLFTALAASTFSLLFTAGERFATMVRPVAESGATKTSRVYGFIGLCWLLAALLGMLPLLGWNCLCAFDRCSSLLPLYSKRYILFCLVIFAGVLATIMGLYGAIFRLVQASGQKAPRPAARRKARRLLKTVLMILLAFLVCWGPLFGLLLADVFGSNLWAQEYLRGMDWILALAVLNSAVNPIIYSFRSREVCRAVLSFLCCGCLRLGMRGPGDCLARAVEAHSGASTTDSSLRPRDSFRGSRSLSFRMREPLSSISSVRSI
S1P4 ag: activates the human S1P4 receptor | O95977 | S1P4-expressing cell line, agonist reporter assay | activation, % at 4.98 µM | 0.35% of 220,000 active; in the data active = activation above about 11%;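 note: 0% = DMSO vehicle and 100% = reference agonist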
p97 inhibitor: human p97 ATPase inhibition. P55072. recombinant p97 ATPase, Kinase-Glo ATP luminescence, 3 h. AID 1481. 0.42% of 220,000 active. inhibition, % at 8 µM; in the data active = inhibition above about 15%;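 note: 0% = DMSO vehicle and 100% = wells lacking enzyme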
The depositor's hits bear a star; · = not tested or not shown; [ ] = remark or other dose.

1. O=S(=O)(Nc1ccc(Cc2ccncc2)cc1)c1cccs1
2. COc1ccc(Cn2nnnc2C(c2ccc(N(C)C)cc2)N2CCC(C)CC2)cc1 (configuration not stated)
3. CCSc1nc2nn(-c3ccccc3)c(=O)c-2c2n1CCCCC2
4. O=C(NCc1cccnc1)c1ccccc1-c1nc(-c2ccccc2)no1
5. COc1ccc(C(=O)N(Cc2ccccc2)Cc2cc3cc4c(cc3[nH]c2=O)OCCO4)cc1
6. COc1c(Cl)cc(C(=O)NN)cc1Cl
Assay by compound,1,2,3,4,5,6
S1P4 ag,-3.4,1.1,2.5,0.3,-1.5,0.3
p97 inhibitor,-2.9,-8.2,-0.4,-3.7,2.4,0.0
eIF4E-4G inh,-1.8,-2.7,-5.0,1.6,-4.7,6.3
NPY2 pot ag,-8.8,-5.3,-4.3,0.9,-3.3,-30.6
PGE2 EP2 inh,7.6,11.1,17.4,3.3,12.9,8.6
EP2 mod,-10.2,16.2,-0.9,-1.9,-16.7,10.5
S1P4 antagonist,-3.1,-13.6,-11.2,7.0,-19.3,2.7
NPY Y1 blocker,-1.4,10.2,-1.7,0.2,0.3,8.6
NPY1 pot ag,11.5,-8.3,-4.3,-1.4,-18.7,7.0

7. CN(C)CCOC(=O)C12CC3(C)CC(C)(CC(C)(C3)C1)C2
8. Nc1ncn(CC(=O)c2ccccc2)n1
9. Cc1nc(SCC(=O)c2ccc(Cl)cc2)c([N+](=O)[O-])[nH]1
10. CC(/C=C/c1ccccc1)=N/O
11. Cc1ccc(C(=O)Nc2cccc(S(=O)(=O)N3CCOCC3)c2)cc1[N+](=O)[O-]
12. CCOc1ccc(NC(=O)Cc2ccccc2)c([N+](=O)[O-])c1
Assay by compound,7,8,9,10,11,12
S1P4 ag,-1.9,-0.6,2.3,2.2,0.5,-1.9
p97 inhibitor,-1.5,2.8,2.1,3.0,-2.0,2.6
eIF4E-4G inh,8.1,0.2,0.8[fluorescence artefact?],-12.6,-0.3,-6.3
NPY2 pot ag,-4.7,1.7,-25.1,6.5,-0.1,3.3
PGE2 EP2 inh,-1.6,7.5,10.8,13.2,22.1,5.1
EP2 mod,13.2,29.9,4.2,-21.5,-45.3,11.2
S1P4 antagonist,17.1,0.1,-3.9,3.2,7.5,-11.0
NPY Y1 blocker,11.1,-0.8,-1.3,-6.1,·,-3.0
NPY1 pot ag,0.4,-2.7,-9.8,-3.8,-9.2,-45.4

13. Fc1ccc(NCc2cn3ccccc3n2)cc1
14. COc1ccccc1/C(C)=N/NC(=S)NCc1ccccc1
15. Cc1nc2c3cc(F)ccc3n(Cc3ccc(F)cc3)c2s1
16. CCOc1ccccc1N(CC(=O)Nc1ccccc1C(=O)O)S(C)(=O)=O
17. O=C(CNc1ccccc1)N/N=C/c1c[nH]c2ccccc12
18. Cc1ccc(SCC(=O)Nc2ccc(N3CCN(C)CC3)c(F)c2)cc1
Assay by compound,13,14,15,16,17,18
S1P4 ag,-0.2,1.7,2.3,-0.1,0.3,0.8
p97 inhibitor,-7.4,1.9,-0.7,5.5,7.3,3.8
eIF4E-4G inh,-1.3[fluorescence artefact?],0.0,1.4,-8.6[fluorescence artefact?],2.5,0.2
NPY2 pot ag,2.2,-12.2,-9.9,-4.8,11.2,-14.1
PGE2 EP2 inh,12.5,11.1,8.0,9.9,9.1,·
EP2 mod,-6.7,59.7,44.2,9.2,-9.3,-11.0
S1P4 antagonist,7.2,5.3,-20.1,4.1,-9.3,-18.6
NPY Y1 blocker,4.8,6.4,27.3*,0.8,-2.1,-0.2
NPY1 pot ag,4.0,-21.9,-35.0,-3.1,10.9,13.4

A second format for 2 compounds above:
(13) Fc1ccc(NCc2cn3ccccc3n2)cc1
  S1P4 ag: -0.2; p97 inhibitor: -7.4; eIF4E-4G inh: -1.3[fluorescence artefact?]; NPY2 pot ag: 2.2; PGE2 EP2 inh: 12.5; EP2 mod: -6.7; S1P4 antagonist: 7.2; NPY Y1 blocker: 4.8; NPY1 pot ag: 4.0

(9) Cc1nc(SCC(=O)c2ccc(Cl)cc2)c([N+](=O)[O-])[nH]1
  S1P4 ag: 2.3; p97 inhibitor: 2.1; eIF4E-4G inh: 0.8[fluorescence artefact?]; NPY2 pot ag: -25.1; PGE2 EP2 inh: 10.8; EP2 mod: 4.2; S1P4 antagonist: -3.9; NPY Y1 blocker: -1.3; NPY1 pot ag: -9.8

(more compounds)
19. CN1CCN(CCOc2cccc(Cl)c2)CC1
20. COc1ccc(/C=C2\CCCC3C2=NN(C(=O)c2scnc2C)C3c2ccc(OC)cc2)cc1 (configuration not stated)
21. Cc1ccc(-c2nn(C)c(=O)c3ccccc23)cc1CNS(C)(=O)=O
22. c1ccc(-c2nc(NCCCn3ccnc3)c3ccccc3n2)cc1
Assay by compound,19,20,21,22
S1P4 ag,1.4,-2.0,-1.9,-0.9
p97 inhibitor,-3.4,-6.6,6.8,4.4
eIF4E-4G inh,5.1,-2.9,1.7,-4.0
NPY2 pot ag,-13.0,-13.3,11.7,-1.5
PGE2 EP2 inh,1.8,11.3,14.2,5.3
EP2 mod,-6.2,55.6,6.9,-50.5
S1P4 antagonist,-2.3,-5.0,-14.0,9.8
NPY Y1 blocker,2.1,8.3,-1.6,8.9
NPY1 pot ag,-6.1,-6.5,-12.5,-17.3

A draw from above in order of formula weight, highest first:
20. COc1ccc(/C=C2\CCCC3C2=NN(C(=O)c2scnc2C)C3c2ccc(OC)cc2)cc1 (configuration not stated)
11. Cc1ccc(C(=O)Nc2cccc(S(=O)(=O)N3CCOCC3)c2)cc1[N+](=O)[O-]
16. CCOc1ccccc1N(CC(=O)Nc1ccccc1C(=O)O)S(C)(=O)=O
22. c1ccc(-c2nc(NCCCn3ccnc3)c3ccccc3n2)cc1
15. Cc1nc2c3cc(F)ccc3n(Cc3ccc(F)cc3)c2s1
14. COc1ccccc1/C(C)=N/NC(=S)NCc1ccccc1
12. CCOc1ccc(NC(=O)Cc2ccccc2)c([N+](=O)[O-])c1
17. O=C(CNc1ccccc1)N/N=C/c1c[nH]c2ccccc12
Assay by compound,20,11,16,22,15,14,12,17
S1P4 ag,-2.0,0.5,-0.1,-0.9,2.3,1.7,-1.9,0.3
p97 inhibitor,-6.6,-2.0,5.5,4.4,-0.7,1.9,2.6,7.3
eIF4E-4G inh,-2.9,-0.3,-8.6[fluorescence artefact?],-4.0,1.4,0.0,-6.3,2.5
NPY2 pot ag,-13.3,-0.1,-4.8,-1.5,-9.9,-12.2,3.3,11.2
PGE2 EP2 inh,11.3,22.1,9.9,5.3,8.0,11.1,5.1,9.1
EP2 mod,55.6,-45.3,9.2,-50.5,44.2,59.7,11.2,-9.3
S1P4 antagonist,-5.0,7.5,4.1,9.8,-20.1,5.3,-11.0,-9.3
NPY Y1 blocker,8.3,·,0.8,8.9,27.3*,6.4,-3.0,-2.1
NPY1 pot ag,-6.5,-9.2,-3.1,-17.3,-35.0,-21.9,-45.4,10.9

19. CN1CCN(CCOc2cccc(Cl)c2)CC1
Assay by compound,19
S1P4 ag,1.4
p97 inhibitor,-3.4
eIF4E-4G inh,5.1
NPY2 pot ag,-13.0
PGE2 EP2 inh,1.8
EP2 mod,-6.2
S1P4 antagonist,-2.3
NPY Y1 blocker,2.1
NPY1 pot ag,-6.1

Source: PubChem

Only part of the results is shown; the hit share may differ from the screen's.
